TSG101-PTAP inh: blocks PTAP/TSG101 interaction to inhibit HIV-1 budding. Fluorescence polarization, FITC-PTAP peptide / Tsg101 binding. 340,000 tested, under 10 active. Potency, µM (highest dose often 115 µM), for the others: top-dose activity change, negative = inhibition, most hits filed as inhibitors. Q99816; active = well fitted inhibition curve with a large enough effect in the main read-out, with a control signal flat, not every such curve was filed as active; inconclusive = small, poorly fitted or top-dose-only effect, or effect the other way, or a change in a side signal; inactive = no such curve, though single readings can be large or run the other way; note: potency is the fitted concentration of half-maximal effect; % of control where 0% means no effect
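Steps: Tsg101 binding domain dispensed (10 uM final), compounds pinned in DMSO, FITC-labeled PTAP-motif peptide added (50 nM final); after 20 min binding at room temperature, polarization measured.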
p53 reactivation: mutant p53 re-activation in reporter cells; H1299 p53-A138V BP100-luciferase reporter, luminescence, 24 h; Potency, µM (series often up to 92.2 µM), inactives show at the highest dose activity change, positive = activation, hits mostly activators; 0.063% of 320,000 active; AID 504706; note: potency is the fitted concentration of half-maximal effect; % of control where 0% means no effect; nearly all actives have a fitted effect of over 45% in size
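p53-null H1299 cells stably carrying temperature-sensitive p53-A138V and a BP100-luciferase reporter were pinned with compounds (4-point, 1:5 series) and held 24 hrs at 37 deg C. Luminescence was read 10 min after detection reagent.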
ELG1 genotox: inducers of genotoxicity in HEK293T ELG1-luciferase cells; Potency, µM (top dose mostly 46 µM), for the others: top-dose activity change, positive = activation, most hits filed as activators; 1.3% of 330,000 active; HEK293T ELG1-luciferase reporter, luminescence, 16 h; note: potency is the fitted concentration of half-maximal effect; % of control where 0% means no effect; nearly all actives have a fitted effect of over 60% in size
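HEK293T cells expressing luciferase-tagged ELG1 were exposed to compound or DMSO vehicle for 16 hr at 37 °C and 5% CO2. Luciferase activity was then measured with ONE-Glo after 30 min at room temperature.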
USP2a block: blocks human ubiquitin-specific protease USP2a. O75604. USP2 core, Ub-CHOP2 coupled fluorogenic reporter, 485/531. 0.01% of 330,000 active. Potency, µM (series often up to 38.3 µM), for the others: top-dose activity change, negative = inhibition, actives largely listed as inhibitors;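 note: potency is the fitted concentration of half-maximal effect; plate controls were DMSO wells for no effect and full inhibition by NEM control for full effect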
Target sequence (O75604 whole entry, looked up): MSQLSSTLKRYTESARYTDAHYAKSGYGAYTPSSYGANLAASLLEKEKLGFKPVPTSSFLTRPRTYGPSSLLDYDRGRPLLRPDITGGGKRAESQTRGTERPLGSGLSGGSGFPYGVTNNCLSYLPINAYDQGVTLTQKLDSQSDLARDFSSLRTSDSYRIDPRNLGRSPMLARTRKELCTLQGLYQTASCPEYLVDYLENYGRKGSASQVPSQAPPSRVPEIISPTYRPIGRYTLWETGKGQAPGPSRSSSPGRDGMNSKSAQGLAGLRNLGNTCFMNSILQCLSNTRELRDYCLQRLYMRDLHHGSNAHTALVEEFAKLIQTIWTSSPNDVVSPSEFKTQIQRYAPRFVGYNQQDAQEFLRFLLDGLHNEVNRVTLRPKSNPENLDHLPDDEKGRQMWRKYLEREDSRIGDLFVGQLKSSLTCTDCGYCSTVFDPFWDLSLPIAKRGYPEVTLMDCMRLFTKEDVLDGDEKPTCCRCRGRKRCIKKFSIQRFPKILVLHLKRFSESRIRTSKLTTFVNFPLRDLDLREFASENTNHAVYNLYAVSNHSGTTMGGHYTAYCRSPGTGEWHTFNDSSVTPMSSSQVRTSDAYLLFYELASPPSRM
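USP2 core (10nM final) preincubated 30min RT with compound in 20mM Tris-HCl pH 8.0, 2mM CaCl2, 2mM beta-mercaptoethanol, 0.05% CHAPS; 25nM Ub-CHOP2 plus 25nM reporter substrate added, fluorescence (Ex485/Em531) read after 60min.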
uPA generation: blocks generation of uPA at the cell surface | cell surface uPA generation assay, qHTS | Potency, µM (titrated, usually from 38.3 µM), for the others: at the top dose activity change, negative = inhibition, actives largely listed as inhibitors | 0.31% of 330,000 active | AID 540303; active = well fitted inhibition curve with a large enough effect; inconclusive = small, poorly fitted or top-dose-only effect; inactive = no such curve, though single readings can be large or run the other way; tested in mouse RAW 264.7 cells; note: potency is the fitted concentration of half-maximal effect; % is set by controls: 0 for no effect and ±100 for the full control effect; nearly all actives have a fitted effect of over 55% in size
TRPV1 ag: agonists of human vanilloid receptor 1 (TRPV1) | Q8NER1 | TRPV1-expressing cells, Fluo-8 calcium influx, agonist mode | activation, % at 8.33 µM | 0.19% of 320,000 active; in the data active = activation above about 80%; inconclusive = between about 30% and that limit; note: 0% is about no effect
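Cells expressing TRPV1 were dye-loaded with Fluo-8 and read kinetically: 10 s baseline, 3 min after compound (agonist portion), then 2 min after EC20 capsaicin (allosteric enhancer portion). Calcium-bound dye fluorescence at 480/520 nm.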
Eya2 inh: inhibitors of human Eya2 phosphatase activity; 0.006% of 330,000 active; AID 488837; Potency, µM (top dose mostly 76.9 µM), for the others: at the highest dose activity, negative = inhibition, hits mostly inhibitors; O00167; recombinant Eya2, OMFP fluorescence dephosphorylation (OMFP is methylfluorescein phosphate); note: potency is the fitted concentration of half-maximal effect; % is set by controls: 0 for no effect and ±100 for the full control effect
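Eya2 (0.2 uM) preincubated 10 min at ambient with compound, then OMFP substrate added at 50 uM; 10 min reaction in 50 mM HEPES pH 7.5, 50 mM NaCl, 5 uM MgCl2, 0.05% BSA, 1 mM DTT. Fluorescence read at Ex 485/Em 525 nm.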
S-ASM inh: human S-ASM enzyme inhibition; P17405; Potency, µM (series often up to 57.5 µM), without a hit: at the top dose activity change, negative = inhibition, hits mostly inhibitors; AID 504937; 0.006% of 340,000 active; placental ASM, HMU-PC fluorogenic substrate, 60 min; note: potency is the fitted concentration of half-maximal effect
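HMU-PC0 cleavage (9 uM final) by human placental ASM, 60 min at 37 °C following 10 min compound exposure at RT; stopped at pH 10, fluorescence Ex 386/Em 447 nm.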
a7 integrin act: activates integrin-mediated alleviation for muscular dystrophy | Potency, µM (highest dose often 38.3 µM), inactives show top-dose activation, most hits filed as activators | 0.064% of 350,000 active | alpha7betagal myoblasts, beta-gal FDG fluorescence, 48 h;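 note: potency is the fitted concentration of half-maximal effect; 100% = response of the positive control SU9516; nearly all actives have a fitted effect of over 60% in size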
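alpha7betagal+/- myoblasts (passage 13, 250/well) treated 48 h at 37C with compounds at 1:260 dilution of DMSO stock. Lysed, then beta-galactosidase activity read as FDG fluorescence (ex 480/em 540) after 30 min, with pre-read for autofluorescence.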
BRCA1 expr up: activators of BRCA1 expression; MCF7-BRCA1-FFLuc reporter, luminescence, 48 h; response scale: scaled: vehicle 0%, 10 µM genistein 100%; Potency, µM (top dose mostly 46.1 µM), without a hit: top-dose activation, most hits filed as activators; 1.1% of 380,000 active; AID 624202; note: potency is the fitted concentration of half-maximal effect; nearly all actives have a fitted effect of over 80% in size; some results filed as inactive show a strong effect at the top dose
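Compounds are tested at multiple concentrations on MCF7 BRCA1-luciferase reporter cells seeded at 2000 per well; after 48 h, a single luminescence end-point is taken and curves fitted to the normalized data.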
B2AR arrestin: recruits beta-arrestin to the human beta2-adrenergic receptor | beta-arrestin recruitment to beta2AR, cell-based reporter | 0.02% of 330,000 active | Potency, µM (series often up to 46.1 µM), inactives show at the highest dose activation, actives largely listed as activators | AID 492947 | P07550;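 note: potency is the fitted concentration of half-maximal effect; 0% = DMSO controls and full agonism = EC100 isoproterenol or metaproterenol; nearly all actives have a fitted effect of over 65% in size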
Target sequence (P07550 whole entry, looked up): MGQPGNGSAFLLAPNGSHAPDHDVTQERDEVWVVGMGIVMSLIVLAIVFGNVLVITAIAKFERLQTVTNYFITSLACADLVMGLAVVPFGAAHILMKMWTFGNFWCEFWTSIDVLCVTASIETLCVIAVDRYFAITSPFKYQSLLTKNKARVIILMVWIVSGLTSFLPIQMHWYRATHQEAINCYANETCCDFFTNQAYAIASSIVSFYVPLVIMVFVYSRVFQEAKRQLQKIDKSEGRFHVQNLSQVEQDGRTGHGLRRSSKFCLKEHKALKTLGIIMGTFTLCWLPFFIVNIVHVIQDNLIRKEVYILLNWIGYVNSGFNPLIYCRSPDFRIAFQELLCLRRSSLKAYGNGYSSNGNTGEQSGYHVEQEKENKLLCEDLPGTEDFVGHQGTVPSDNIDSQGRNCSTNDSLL
Starred values were filed as active, the others as inactive; ? = inconclusive; · = no result given; [ ] = another dose, or the depositor's remark. Unless noted, calls come from the whole dose curve; as a rule, active = well fitted curve in the direction sought with a large enough effect; inconclusive = small, poorly fitted or top-dose-only effect, or another doubt; inactive = no such curve, though single readings can be large; an effect the other way counts as inactive or inconclusive.

nr	smiles	TSG101-PTAP inh	p53 reactivation	ELG1 genotox	USP2a block	uPA generation	TRPV1 ag	Eya2 inh	S-ASM inh	a7 integrin act	BRCA1 expr up	B2AR arrestin
1	O=C(CCc1nnc(-c2ccccc2)o1)NCc1cc(F)ccc1F	1%	1%	-2%	5%	-4%	-1	12%	0%	-22%	50%	-0.8%
2	Cn1c(-c2ccccc2)cnc1NCc1ccc(-c2ccccc2)cc1	-7%	7%	-4%	0%	-22%	2	6%	-4%	-13%	-24%	-0.6%
3	CCc1c(C)nc2cc(-c3cccc(Br)c3)[nH]n2c1=O	-6%	?	11%	1%	-24%	8	0%	-3%	3%	?	-1.0%
4	CCCOC(=O)c1ccc(O)c(OC)c1	-1%	5%	4%	-12%	-2%	-1	11%	0%	1%	24%	-0.2%
5	c1ccc(CSc2nc3ncncc3[nH]2)cc1	-5%	3%	4%	-1%	0%	0	-12%	5%	0%	22%	-0.2%
6	COc1cc(C(=O)NCCCNC(=O)c2cc(OC)c(OC)c(OC)c2)cc(OC)c1OC	1%	·	·	·	-4%	·	·	0%	-23%	-4%	·
7	O=C(Cc1ccc(-n2c(=O)c3sccc3n(CC(=O)Nc3ccccc3)c2=O)cc1)NCc1ccco1	-3%	2%	1%	-1%	2%	-1	3%	1%	-18%	-7%	-0.1%
8	COc1ccc(CCNc2ncnc3c2[nH]c2cc(OC)c(OC)cc23)cc1OC	0%	-2%	-12%	5%	-6%	2	-11%	-14%	-21%	-8%	0.5%
9	CCC1SC2=NCCN2C1(O)c1ccc(Cl)cc1 (stereo unspecified)	-3%	4%	-5%	-1%	·	3	-20%	-1%	21%	-29%	-1.3%
10	CCOC(=O)/C=C/C(=O)Nc1nccs1	-3%	?	7%	0%	-6%	5	9%	3%	-33%[inhibitor]	-33%	0.7%
11	CCCCOC(=O)C1=C(C)Nc2ncnn2C1c1cccc(OC)c1OC (stereo unspecified)	-8%	-9%	-2%	-1%	3%	5	-10%	35%[activator]	-14%	-15%	0.3%
12	Cc1cccc(-c2nc(CS(=O)CC(=O)N3CCN(C)CC3)c(C)o2)c1 (stereo unspecified)	-6%	1%	3%	0%	-10%	0	2%	2%	-14%	32%	-0.9%
13	O=[N+]([O-])c1cc(S(=O)(=O)C(F)(F)F)ccc1Sc1nc2ccccc2s1	-1%	-11%	9%	3%	-1%	8	-9%	-12%	-58%[inhibitor]	-68%	-0.1%
14	Cc1cccc(NC(=O)NC(C)C(c2cccs2)N2CCOCC2)c1 (stereo unspecified)	1%	0%	2%	-1%	10%	21	-17%	-5%	10%	-8%	-0.2%
15	Cn1ccnc1SCC(=O)n1c2c(c3ccccc31)CCCC2	-5%	-3%	0%	2%	-6%	?	-12%	-1%	10%	-4%	-2.2%
16	Cc1cccc(N2CCN(Cc3c(C)n(C)n(-c4ccccc4)c3=O)CC2)c1C	-8%	-9%	4%	1%	·	-1	-3%	4%	-4%	2%	-0.4%
17	Cc1ccc(C(=O)Cc2ccccc2)c(O)c1	-2%	·	·	·	3%	·	·	2%	3%	4%	·
18	NS(=O)(=O)c1ccc(NC(=S)NCc2ccccc2)cc1	-3%	-2%	1%	2%	6%	2	-7%	2%	-12%	-23%	4.0%
19	Cn1c(N)c(S(=O)(=O)NCc2ccc(Cl)cc2)c(=O)n(C)c1=O	-3%	0%	2%	1%	7%	0	5%	1%	6%	-6%	0.0%
20	CC1C2CC(C(CN(C)C)/C2=N/O)C1(C)C (stereo unspecified)	-3%	-2%	-2%	0%	·	1	24%	0%	-3%[7.66 µM]	-4%	0.2%
21	Cc1ccc(OCC(=O)O/N=C(\N)c2ccccn2)cc1C	1%	22%	8.2µM*	0%	2%	5	0%	1%	-4%	?	0.4%
22	c1ccc2c(N3CCOCC3)nc(-c3ccncc3)nc2c1	-4%	-7%	-5%	-2%	10%	1	3%	5%	-8%	-14%	0.0%
23	CCC(NC(=O)Cc1c(C)c2ccc(OC)c(C)c2oc1=O)C(=O)NC(Cc1ccc(Cl)cc1)C(=O)O (stereo unspecified)	-2%	15%	0%	1%	-12%	6	16%	6%	-5%	2%	6.5%
24	Cc1ccc(C(=O)N/C(=C/c2cccs2)C(=O)NCC2CCCO2)cc1 (stereo unspecified)	3%	14%	-3%	3%	0%	1	0%	2%	?	-16%	0.1%
25	CCCCc1n(CC(=O)c2ccc(Cl)cc2)c2ccccc2[n+]1C	-1%	-2%	-10%	-4%	-10%	-3	5%	1%	14%	-40%	0.2%
26	Cn1c(Cc2cccs2)nnc1SCC(=O)N1CCCc2ccccc21	-3%	-1%	-2%	2%	3%	1	2%	-2%	-14%	-11%	-0.4%
27	COc1cc(-c2nnc(-c3ccc(S(=O)(=O)c4ccccc4)cc3)o2)cc(OC)c1OC	-1%	-6%	-12%	-3%	7%	-1	-11%	18%	4%	0%	-0.1%
28	O=C(Cc1cccs1)NCc1ccccc1	-3%	?	8%	2%	·	-2	-3%	7%	-23%[7.66 µM]	?	-0.6%
29	CC(=O)N1CCN(C(=O)c2cc(=O)c3ccccc3o2)CC1	-4%	9%	11%	2%	-2%	3	-5%	-1%	-18%	-4%	0.4%
30	CC(=O)Oc1ccc(N2C(=O)c3cccc4c([N+](=O)[O-])ccc(c34)C2=O)cc1	0%	26%	-24%	4%	-6%	-3	-4%	1%	-66%[inhibitor]	-17%	-0.8%
31	O=C(CN1CCCCCC1)Nc1cccc([N+](=O)[O-])c1	0%	-8%	0%	4%	12%	0	-1%	-2%	-1%	14%	0.2%
32	CCC(=O)c1ccc(OCC(O)CN2CCN(S(=O)(=O)N3CCCCC3)CC2)cc1 (stereo unspecified)	-3%	-10%	-16%	-2%	0%	4	-20%	3%	-6%	-31%	0.1%
33	Cc1ccc2nsnc2c1S(=O)(=O)N(Cc1ccco1)Cc1cc2cccc(C)c2[nH]c1=O	0%	1%	-6%	-1%	·	1	-7%	19%	-15%	2%	-1.1%
34	Cc1ccc2nc(C3CCCN(C(=O)NCc4ccccc4)C3)[nH]c2c1 (stereo unspecified)	3%	10%	14%	0%	·	2	1%	2%	-7%	20%	0.0%
35	Cc1cc(Br)ccc1NC(=O)CN(C)C(=O)CSC(=S)N1CCCC1	-3%	-1%	1%	6%	0%	7	11%	2%	24%	-34%	-0.1%
36	COCn1c(-c2cccc(Br)c2)nc2ccccc21	-3%	14%	?	0%	·	5	-10%	-1%	16%	7%	-0.4%
37	CCOc1ccccc1C(=O)N(Cc1cccs1)C1CCS(=O)(=O)C1 (stereo unspecified)	-6%	-5%	2%	0%	-4%	-1	0%	2%	0%	1%	-0.8%
38	Cc1ccsc1C(=O)N1CCN(S(=O)(=O)c2cccc(F)c2)CC1	-4%	-3%	-1%	3%	3%	9	3%	0%	2%	-22%	0.0%
39	O=S(=O)(c1ccc(N2CCCC2)cc1)C(F)(F)F	·	?	?	-1%	-5%	0	-22%	-6%	-12%	0%	-0.2%
40	Cc1onc(-c2ccccc2)c1-c1ccc(S(N)(=O)=O)cc1	-5%	·	·	4%	-15%	1	2%	2%	·	-10%	-0.3%
41	Cn1c(CSc2nc3ccc(Br)cc3[nH]2)nc2ccccc21	-1%	-4%	0%	-1%	-11%	10	14%	-2%	24%	7%	3.4%
42	O=C(NCC1CC1)C1(C(F)(F)F)C/C(=C\Cc2ccccc2)CCCO1 (stereo unspecified)	-2%	·	·	·	7%	·	·	-3%	-36%	1%	·
43	CC(C)COc1cccc(C(=O)Nc2ccc(N3CCOCC3)cc2N2CCOCC2)c1	-3%	4%	-8%	4%	-1%	9	41%	-7%	6%	-55%	-0.3%

Single records, from the list above. Order of values: TSG101-PTAP inh | p53 reactivation | ELG1 genotox | USP2a block | uPA generation | TRPV1 ag | Eya2 inh | S-ASM inh | a7 integrin act | BRCA1 expr up | B2AR arrestin
Record of c1ccc(CSc2nc3ncncc3[nH]2)cc1 → -5% | 3% | 4% | -1% | 0% | 0 | -12% | 5% | 0% | 22% | -0.2%
Record of CCC(=O)c1ccc(OCC(O)CN2CCN(S(=O)(=O)N3CCCCC3)CC2)cc1 (stereo unspecified) → -3% | -10% | -16% | -2% | 0% | 4 | -20% | 3% | -6% | -31% | 0.1%

Compound activity as filed in PubChem.
